# SR-BI HDL uptake – inhibitors of mouse SR-BI mediated HDL lipid uptake; Q61009; inhibition, % at 12.5 µM; 0.96% of 320,000 active; AID 488896; ldlA[mSR-BI] CHO cells, DiI-HDL uptake fluorescence, 3 h;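 active means mean replicate inhibition of at least 70% and a set share of replicates each scoring 70 or more; inconclusive means meets just one of the two criteria; inactive means fails both criteria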;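 further: 0% = median of neutral control wells and 100% = median of positive control wells; values of inactives mirror those of a sister screen read the other way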
# Target sequence (Q61009 whole entry, looked up): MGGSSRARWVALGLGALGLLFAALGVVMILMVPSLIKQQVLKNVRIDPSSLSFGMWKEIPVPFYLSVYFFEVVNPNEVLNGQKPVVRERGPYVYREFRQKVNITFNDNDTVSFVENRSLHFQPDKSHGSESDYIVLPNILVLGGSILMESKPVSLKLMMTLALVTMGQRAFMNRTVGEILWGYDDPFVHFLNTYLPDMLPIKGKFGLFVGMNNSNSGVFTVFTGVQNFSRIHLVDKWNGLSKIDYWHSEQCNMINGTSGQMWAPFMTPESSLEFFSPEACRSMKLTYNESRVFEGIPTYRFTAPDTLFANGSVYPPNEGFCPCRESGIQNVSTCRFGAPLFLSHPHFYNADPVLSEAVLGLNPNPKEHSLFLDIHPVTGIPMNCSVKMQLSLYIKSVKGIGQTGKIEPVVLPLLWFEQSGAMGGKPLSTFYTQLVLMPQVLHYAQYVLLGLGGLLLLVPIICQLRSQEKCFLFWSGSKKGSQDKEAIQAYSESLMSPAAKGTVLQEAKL
# phage Ecoli inh – E. coli growth loss with phage present. growth absorbance. inhibition, % at 11.9 µM. 0.26% of 360,000 active; in the data active means inhibition above about 11%
# Ecoli viability – bacterial growth inhibition, counter-screen for AddAB inhibitors; E. coli V3065 growth, OD600 absorbance, 18 h; inhibition, % at 11.9 µM; 0.27% of 330,000 active; AID 449728;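 active means inhibition above the campaign's mean inhibition across all tested compounds plus 3 SD, cut at about 9.9% in these data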;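 further: uninfected addAB+ strain grown without phage in ampicillin broth; 0% = DMSO wells and 100% = ciprofloxacin 0.95 µg/ml wells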
# AddAB inh – less growth of phage-infected E. coli with AddAB; E. coli expressing H. pylori AddAB, absorbance growth; inhibition, % at 11.9 µM; 0.29% of 330,000 active; AID 435030; in the data active means inhibition above about 12%;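 further: 0% = vehicle wells of infected cells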
# SR-BI uptake up – activators of SR-BI mediated HDL lipid uptake | CHO ldlA[mSR-BI] cells, DiI-HDL uptake fluorescence, 3 h; 100 = double the neutral-control signal | 0.096% of 320,000 active | activation, % at 12.5 µM;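 active means mean replicate activation of at least 60% and every replicate at or above 60%; inconclusive means mean or all-replicate condition met, but not both; inactive means mean below 60% and not all replicates reaching 60%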;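 further: 0% = median plate neutral-control signal and 100% = twice that signal; values of inactives mirror those of a sister screen read the other way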
#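 Material: SR-BI-overexpressing, LDLR-lacking CHO cells | Dosing: Single compound concentration, delivered by pin transfer | Probe or stimulus: Labelled HDL, 10 µg/mL | Signal: Bottom-read cell fluorescence after medium removal, ex 550/em 595 nm | Schedule: 3 h, 37 °C | Evaluation: HDL uptake via cellular fluorescence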
# CAL PDZ FP-1 – inhibitors of human CAL PDZ peptide binding; purified CAL PDZ, TMR-peptide fluorescence polarization, 1 h; inhibition, % at 20 µM; 0.02% of 330,000 active; AID 504414;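 active means highest replicate inhibition of at least 40%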;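 further: plate controls were DMSO neutral control wells for no effect and unlabeled competitor peptide control wells for full effect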
#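 material = purified tagged CAL PDZ domain construct (CerCALP) | compound dosing = 20 µM, one dose | times = 1 h at RT | measured by = fluorescence polarization from S- and P-plane intensities, G-factor corrected | read-out = inhibition from polarization loss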
# CAL PDZ FP-2 – blocks peptide binding to the human CAL PDZ domain | purified CAL PDZ, TMR-peptide fluorescence polarization, 1 h | AID 602252 | Q9HD26 | 0.92% of 300,000 active | inhibition, % at 24.9 µM;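 active means mean inhibition of at least 30% with at least half of replicates also reaching 30%; inconclusive means no clear call, values can overlap the other calls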;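 further: 0% = DMSO neutral control and 100% = excess unlabeled competitor peptide PRC23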
# MITF act – activators of MITF-driven TRPM1 promoter activity in SK-MEL-5 cells; SK-MEL-5 TRPM1-promoter luciferase, 24 h; % of positive control, neutral wells = 0; activation, % at 12.5 µM; 0.75% of 300,000 active; AID 588334;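 active means mean activation of at least 80% with every replicate also reaching 80%; inconclusive means mean reaches 80% but some replicate falls short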;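 further: 0% = neutral control wells and 100% = parthenolide positive control wells; values of inactives mirror those of a sister screen read the other way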
# Wnt bcat act – Wnt/beta-catenin pathway activation; 1.2% of 300,000 active; Wnt/beta-catenin reporter cell assay, activator, plate reader; activation, % at 9.35 µM; in the data active means activation above about 30%, passing the limit was not always enough; inconclusive means no clear call, values can overlap the other calls;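 further: 0% = neutral control wells and 100% = positive control wells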
# Tat export inh – inhibitors of E. coli Tat protein transport; E. coli MC4100 TorA-mCherry Tat export, fluorescence; inhibition, % at 10 µM; 0.036% of 340,000 active; AID 488895;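 active means mean replicate inhibition at least 50% and at least half of replicates individually reaching 50%; inconclusive means only one of the two criteria met; inactive means neither criterion met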;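 further: exported cargo escapes ClpAP degradation while cytoplasmic cargo is degraded and loses fluorescence; 0% = median of neutral control wells and 100% = median of NaSCN control wells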
# Numbers without * were called inactive; ? = inconclusive; / = not tested or not shown.
SMILES,SR-BI HDL uptake,phage Ecoli inh,Ecoli viability,AddAB inh,SR-BI uptake up,CAL PDZ FP-1,CAL PDZ FP-2,MITF act,Wnt bcat act,Tat export inh
O=C(CSc1nnc(CNC(=O)c2cccs2)o1)Nc1ccc2c(c1)OCO2,-21,1.9,-3.6,-0.4,21,-1.7,11,/,-3,-2
Cc1cc(=O)n2c3c(c4c(cc13)c(CN(C)C)cc(=O)n4C)OC2,-19,2.7,/,/,19,0.2,-3,/,-21,-4
Cc1ccc(C(C)C)c(OCCCN2CCc3ccccc3C2)c1,42,-1.1,0.2,5.3,-42,0.8,-4,/,-5,2
COc1ccc(O)c(C(=O)c2cnc3c(c2)c(-c2ccc(F)cc2)c(C#N)c(=O)n3C)c1,47,-1.2,2.1,3.7,-47,-2.2,5,-5,2,-3
O=C(NCCO)/C(=C/c1ccco1)NC(=O)c1ccco1,/,2.7,1.7,5.3,/,2.0,-4,/,0,1
O=C(OCC(=O)N1CCc2ccccc21)c1ccc(Cl)nc1,-9,2.8,-0.7,2.3,9,-0.2,-1,-12,/,0
O=C(O)c1ccn(COc2ccc(Br)cc2)n1,-22,2.9,-0.7,1.1,22,0.2,0,-8,-1,?
CC(c1ccccc1)N1CC(C(=O)N2CCN(Cc3ccc(C#N)cc3)CC2)CC1=O (centres undefined),-20,1.9,/,/,20,-1.4,0,-2,-3,7
COc1ccc(-n2nc3ccc(N)cc3n2)cc1Cl,12,-1.2,1.6,2.3,-12,0.2,0,/,-5,-5
Cc1ccc(S(=O)(=O)c2nc(S(=O)(=O)c3ccc(C)cc3)c(NCc3ccco3)s2)cc1,3,/,1.4,-2.8,-3,/,-2,4,-2,1
COc1cc(CC(=O)N2CCN(C(=O)C3CCCO3)CC2)cc(OC)c1OC (centres undefined),12,2.4,0.6,-1.6,-12,-0.3,-94,-7,-1,-7
O=C(COC(=O)c1ccc(OC(F)(F)F)cc1)Nc1ncccn1,-29,0.3,0.2,1.1,29,-0.8,-3,-3,-2,2
O=C(Oc1ccc(C(=S)N2CCOCC2)cc1)c1cc([N+](=O)[O-])cc([N+](=O)[O-])c1,-6,1.7,-1.4,-0.9,6,-1.3,2,0,-2,-3
C[C@]12CC[C@@H]3c4ccc(O)cc4[C@@H](O)C[C@H]3[C@@H]1CC[C@@H]2O,0,/,-1.2,1.1,0,/,/,/,/,0
CCCCCC(=O)N1CC2(CC(c3cccc(NC(=O)c4ccccc4)c3)=NO2)C[C@@H]1C(N)=O (some centres undefined),51,1.7,1.3,2.6,-51,-1.8,-4,5,-1,-4
N#CCCN(Cc1cccnc1)C(=O)Nc1cccc(Cl)c1,-11,1.0,2.4,4.3,11,-0.5,0,-12,/,0
CN(Cc1ccccc1)C(=O)COC(=O)CCC(=O)c1ccc(F)cc1,-32,2.2,-0.1,0.2,32,0.5,-2,5,-4,1
C=CCN=c1scc(-c2ccc3c(c2)NC(=O)CO3)n1/N=C(\C)c1ccccn1,51,0.8,/,/,-51,1.3,2,-19,-2,-13
O=C(CN1C(=O)C2C3CC(C(Br)C3Br)C2C1=O)N1CCOCC1 (centres undefined),-23,4.3,0.1,1.0,23,-1.8,-6,4,-6,-2
COc1ccc(NC(=O)Cn2nc(C)c([N+](=O)[O-])c2C)cn1,-24,2.6,0.8,0.4,24,-1.1,-1,3,-1,0
Cc1ccsc1/C=C(\C#N)C(=O)NCc1cccnc1,-16,2.5,-0.7,0.3,16,0.1,-9,7,/,0
CCOC(=O)c1c(-c2ncc(C(F)(F)F)cc2Cl)noc1C,3,4.2,-0.8,2.7,-3,-1.5,3,4,-2,6
CC(C(=O)Nc1ccc(S(N)(=O)=O)cc1)N1CCc2ccccc21 (centres undefined),-7,0.8,-3.0,5.6,7,-0.9,-4,-5,-3,-9
COC(=O)c1ccc(NC(=O)CSc2n[nH]c(-c3ccncc3)n2)cc1,/,1.7,1.1,3.0,/,-2.9,10,9,1,-4
COc1ccc(C(=Cc2ccccc2)C(=O)O)cc1,-15,-1.6,/,/,15,-1.7,6,-7,3,0
O=C(Nc1ccccc1)c1ccc(Br)o1,-8,3.2,-2.3,5.4,8,-0.1,-3,42,13,-7
O=C(NCC(c1ccco1)N1CCCC1)c1cc(S(=O)(=O)N2CCOCC2)ccc1Cl (centres undefined),8,0.2,2.6,3.6,-8,-0.7,/,-3,-1,-6
CC(C)c1cc(=O)n2[nH]c(N)nc2n1,-8,2.5,0.7,4.7,8,-0.9,-4,8,-1,1
COc1ccc(NC(=O)N2CCCc3ccccc32)cc1,13,2.3,-0.8,2.3,-13,0.1,-5,23,54*,0
Cc1cc2c(c(=O)n1Cc1cccnc1)C(c1cccs1)C(C#N)=C(N)O2 (centres undefined),3,1.6,-0.9,-3.3,-3,-2.9,3,/,/,35
Cc1ccsc1C(=O)NNC(=O)c1ccccc1F,-17,2.2,0.9,-0.5,17,-1.4,-3,66,-5,0
O=C(CCCNC(=O)c1ccc(Cl)cc1)Nc1ccccc1F,-7,-2.5,-0.1,2.8,7,-2.2,-5,0,0,11
COc1ccc2c(c1)C(=O)CC(O)(C(F)F)O2 (centres undefined),-13,2.5,1.0,1.8,13,-0.2,-3,12,2,5
Cc1onc(-c2c(Cl)cccc2Cl)c1COC(=O)c1ccc(Cl)cc1[N+](=O)[O-],2,-2.0,0.2,0.0,-2,0.3,-4,-2,-3,-3
O=C(c1cccc(Cl)c1)N1CCN(C(=O)c2ccco2)CC1,-6,1.0,0.5,4.7,6,-1.1,-9,-4,/,-6
O=C1c2ccccc2C(=O)c2c1ncn2-c1ccccc1,-7,-1.7,-3.5,5.3,7,0.7,1,-58,-1,34
Cc1noc(NS(=O)(=O)c2ccc(NC(=O)C(F)(F)F)cc2)c1C,-35,2.7,9.4,15*,35,0.1,-4,/,-2,-12
CC(C)n1cc(CN2CCC(C(=O)Nc3cccc(-c4cccc(Cl)c4)c3)CC2)cn1,-10,-1.4,0.6,0.6,10,-5.0,-5,-37,-3,7
Cc1cc(C)n(-c2nc(C(=O)O)cs2)n1,-3,2.0,-1.4,-0.8,3,-0.5,7,-4,-1,-1
COc1ccccc1N(CC(=O)NC1CCCC1)C(=O)CCCC(=O)Nc1ccccn1,/,-0.2,/,/,/,-0.1,/,-4,-1,-7
CC1(C)NC(=O)N(CCCOc2ccc(Br)cc2Cl)C1=O,-15,4.0,-0.1,-0.3,15,-1.4,-2,58,/,10
O=C(CCc1nc2ccccc2[nH]1)Nc1ccc2c(c1)OCO2,10,2.7,-0.2,0.0,-10,0.7,/,10,/,-2
O=C(Nc1ccc(O)cc1)/C(=C\c1cccs1)NC(=O)c1ccccc1,-35,3.8,3.1,2.8,35,-0.7,-2,3,-1,-17
Cc1ccc(NC(=O)COC(=O)C(NS(=O)(=O)c2ccc(Cl)cc2)C(C)O)cc1 (centres undefined),-1,1.4,-0.2,4.0,1,-0.8,-1,10,1,7
CCCOc1ccc(-c2c(C(=O)N/N=C/C3CC=CCC3)nnn2-c2nonc2N)cc1 (centres undefined),18,1.4,3.1,0.1,-18,-1.6,-5,0,-4,1

# Part of the list above, bar-delimited:
mol | SR-BI HDL uptake | phage Ecoli inh | Ecoli viability | AddAB inh | SR-BI uptake up | CAL PDZ FP-1 | CAL PDZ FP-2 | MITF act | Wnt bcat act | Tat export inh
Cc1ccsc1C(=O)NNC(=O)c1ccccc1F | -17 | 2.2 | 0.9 | -0.5 | 17 | -1.4 | -3 | 66 | -5 | 0
O=C(CCCNC(=O)c1ccc(Cl)cc1)Nc1ccccc1F | -7 | -2.5 | -0.1 | 2.8 | 7 | -2.2 | -5 | 0 | 0 | 11

# (continued)
SMILES,SR-BI HDL uptake,phage Ecoli inh,Ecoli viability,AddAB inh,SR-BI uptake up,CAL PDZ FP-1,CAL PDZ FP-2,MITF act,Wnt bcat act,Tat export inh
COC(=O)c1ccccc1NC(=O)Nc1c(C)n(C)n(-c2ccccc2)c1=O,-30,2.6,0.6,-0.2,30,-1.8,0,0,2,0
COC(=O)Cn1c(O)c(N=NC(=O)CNC(=O)c2ccncc2)c2ccccc21,-8,-1.0,0.0,1.0,8,-0.5,-2,-6,-2,4
CCCCn1c(N)c(N(CCC(C)C)C(=O)CSc2nnc(C)s2)c(=O)[nH]c1=O,/,1.6,-1.7,0.7,/,-4.8,-1,/,0,-3
COC(=O)c1cc(S(=O)(=O)NCc2ccccc2)c[nH]1,-5,2.5,1.1,1.2,5,0.0,/,3,2,-1
Cc1cccn2c(=O)c3cc(C(=O)NC4CCCCC4)n(C)c3nc12,-8,2.9,-2.8,0.0,8,-0.5,/,10,1,-7
COc1ccccc1C(=O)c1nc2ccccc2n1C,-25,-1.3,-3.6,-1.3,25,-0.2,1,-14,1,-8
OCCN1CCN(c2ncnc3scc(-c4ccc(F)cc4)c23)CC1,3,1.5,/,/,-3,-2.3,/,-3,3,0
O=C(CCNC(=O)c1ccco1)Nc1cccc(C(F)(F)F)c1,-6,3.3,2.0,4.7,6,-2.4,17,8,1,3
COc1ccc(S(=O)(=O)N2CCOCC2)cc1NC(=O)c1sccc1C,23,-0.9,1.8,1.1,-23,-0.6,-3,2,-2,1
Cc1cc(SCC(=O)NCCCN2CCCC2=O)nc2ccccc12,5,-0.2,1.8,3.3,-5,-0.5,-3,-11,-1,0
Cc1ccc(CNC(=O)c2ccccc2N(C)S(C)(=O)=O)cc1,-18,1.6,-0.4,-0.8,18,-1.1,3,4,-2,-9
OCC[C@@H]1C[C@@H](O)[C@H](O)[C@]2(CCCCO2)O1,10,2.1,-2.7,-0.5,-10,-1.2,-1,-6,2,-1
CSc1nc2n(n1)C(c1cccs1)C1=C(CCCC1=O)N2 (centres undefined),-18,2.1,-2.5,-0.5,18,-1.2,-1,2,0,4

# Part of the list above in order of length of the SMILES, descending.
SMILES,SR-BI HDL uptake,phage Ecoli inh,Ecoli viability,AddAB inh,SR-BI uptake up,CAL PDZ FP-1,CAL PDZ FP-2,MITF act,Wnt bcat act,Tat export inh
Cc1ccc(S(=O)(=O)c2nc(S(=O)(=O)c3ccc(C)cc3)c(NCc3ccco3)s2)cc1,3,/,1.4,-2.8,-3,/,-2,4,-2,1
Cc1onc(-c2c(Cl)cccc2Cl)c1COC(=O)c1ccc(Cl)cc1[N+](=O)[O-],2,-2.0,0.2,0.0,-2,0.3,-4,-2,-3,-3
Cc1ccc(NC(=O)COC(=O)C(NS(=O)(=O)c2ccc(Cl)cc2)C(C)O)cc1 (centres undefined),-1,1.4,-0.2,4.0,1,-0.8,-1,10,1,7
CCCOc1ccc(-c2c(C(=O)N/N=C/C3CC=CCC3)nnn2-c2nonc2N)cc1 (centres undefined),18,1.4,3.1,0.1,-18,-1.6,-5,0,-4,1
O=C1c2ccccc2C(=O)c2c1ncn2-c1ccccc1,-7,-1.7,-3.5,5.3,7,0.7,1,-58,-1,34
COc1ccc2c(c1)C(=O)CC(O)(C(F)F)O2 (centres undefined),-13,2.5,1.0,1.8,13,-0.2,-3,12,2,5
O=C(O)c1ccn(COc2ccc(Br)cc2)n1,-22,2.9,-0.7,1.1,22,0.2,0,-8,-1,?

# Screening results deposited in PubChem by several laboratories.
